ERK EGF block = blocks ERK signaling stimulated by EGF | HEK293-V1b, EGF-stimulated phospho-ERK AlphaScreen | Potency, µM (series often up to 11.5 µM), for the others: top-dose activity change, negative = inhibition, most hits filed as inhibitors | actives 0.41% (n = 130,000) | AID 1454; active = well fitted inhibition curve with a large enough effect; inconclusive = small, poorly fitted or top-dose-only effect, or effect the other way;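 note: plate controls were stimulated vehicle wells for no effect and unstimulated vehicle basal for full effect; nearly all actives have a fitted effect of over 55% in size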
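Compounds are titrated over HEK293-V1b cells kept overnight in 1% FBS. After 30 min at 37C, EGF (25 nM final) triggers ERK phosphorylation for 5 min, measured by AlphaScreen in lysates.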
* marks the source's active call; other numbers are inactive results; ? = inconclusive; & = joins results of further samples; [ ] = another dose, or the depositor's remark. Potency is the fitted concentration of half-maximal effect. Not all compounds are listed (hit frequency here may not be typical).

SMILES	ERK EGF block
CC(C)(C)NC(=O)N1CCC(CO)(Cc2ccccc2Cl)CC1	-2.2%
N/C(=N\OC(=O)C(c1ccccc1)c1ccccc1)c1ccccn1	3.2%
CN(C1CCCCC1)S(=O)(=O)c1ccc(NC(=O)Cn2nc(-c3ccc(F)cc3)ccc2=O)cc1	-3.2%
N#CCCn1c(=O)c(-c2cccs2)nc2cnc(OCc3ccccc3)nc21	-4.3%
CSC[C@@H]1NC(=S)N(c2ccc(C)cc2)C1=O	-6.6%
COc1ccc2c(c1)Sc1ccccc1N2	?
Fc1ccc(Nc2nc(-c3ccncc3)nc3ccccc23)cc1	4.6%
Cc1cc(-c2nnc3n2N=C(c2ccc(F)cc2)CS3)n[nH]1	-3.7%[57.5 µM]
O=C(Cn1cc(C(F)(F)F)ccc1=O)N/N=C/c1ccc(Cl)c(Cl)c1	7.4%
O=C(Nc1ccc(C2CC2(Cl)Cl)cc1)c1ccccc1Br (configuration not stated)	6.3%
COC(=O)[C@H](C)[C@@H]1C[C@@]1(C)[C@@H](NC(=O)OCc1ccccc1)c1ccccc1	0.8%&-1.2%
Cc1ccc(-n2c(Cl)c(Cl)nc(Cl)c2=O)cc1	?
CCCc1ncc(C(O)(c2ccccc2)c2ccc(C)cc2)n1C (configuration not stated)	-15.6%
Cc1ccc(C(=O)NC(C)c2ccccc2)cc1Br (configuration not stated)	16.3%
O=C(Nc1nnc(N2CCCCCC2)s1)c1cc(-c2ccc(Br)cc2)on1	-1.7%
Cc1ccc(CNC(=O)c2sc3ccc(S(=O)(=O)N4CCCCC4)cc3c2N)cc1	7.0%
Cc1ccc(N2OC3C(=O)NC(=O)C3C2c2ccco2)cc1 (configuration not stated)	6.0%
Cc1ncccc1C(=O)N1CCCC(C(=O)c2ccc3c4c(cccc24)CC3)C1 (configuration not stated)	-1.7%
Cc1cccc(-c2nnc(SCC(=O)N3c4ccccc4CCc4ccccc43)n2C)c1	-2.9%
O=C(NCC(c1ccc(F)cc1)N1CCOCC1)c1cccc(Br)c1 (configuration not stated)	4.0%
Cc1cc(C(=O)COC(=O)CC2Sc3ccccc3NC2=O)c(C)n1-c1ccc2c(c1)OCO2 (configuration not stated)	-3.7%
Cc1ccc(C(=O)C2CCN(C(=S)NCC3CCCO3)CC2)cc1 (configuration not stated)	2.0%
COc1ccc(CCNC(=O)CSc2nc(O)cc(=O)[nH]2)cc1OC	?
CCOc1ccc(-c2nnc(Nc3ccc(OC)c(C(=O)N4CCCCC4)c3)c3ccccc23)cc1	1.2%
O=C(N/C(=C/c1ccco1)C(=O)N1CCc2ccccc21)c1ccco1	-8.2%[57.5 µM]
NN/C(=C\[N+](=O)[O-])Nc1ccc(Cl)cc1	-7.1%
N#Cc1cc2c(=O)n3ccccc3nc2n(-c2ccc(Cl)cc2)c1=O	6.9%
CCOCc1nnc(NC(=O)C2c3ccccc3Oc3ccccc32)s1	0.5%
Cc1cc(C)nc(Nc2n[nH]c(-c3ccccc3Cl)n2)n1	-5.6%
CCOc1ccccc1-n1c(=S)sc2c(=O)n(-c3ccccc3)c(=S)[nH]c21	-3.3%

Gathered by group: the compounds so far with a thiophene ring, fused or not (two)
SMILES	ERK EGF block
N#CCCn1c(=O)c(-c2cccs2)nc2cnc(OCc3ccccc3)nc21	-4.3%
Cc1ccc(CNC(=O)c2sc3ccc(S(=O)(=O)N4CCCCC4)cc3c2N)cc1	7.0%

(more compounds)
SMILES	ERK EGF block
CC1(CC(=O)O)C(=O)N=C2C=CC=CN21 (configuration not stated)	-6.7%
Cc1csc(Nc2ccc(Cl)cc2)[n+]1-c1ccc(Cl)cc1	?
O=c1cc(-c2ccccc2Cl)oc2ccc([N+](=O)[O-])c(O)c12	2.4%
Oc1cc(O)cc(/C=C/c2ccc(O)c(O)c2)c1	19.5%
Nc1cccc(-c2cc(-c3ccccc3)nc(-c3cccc(N)c3)n2)c1	3.2%
COc1ccc(CCNC(=O)C2CCN(c3nccc(C)n3)CC2)cc1	4.1%
Oc1cccc(C2c3[nH]c4ccccc4c3CCN2Cc2ccoc2)c1 (configuration not stated)	1.9%
Nc1ccc2nc(-c3cc(Cl)c(N)c(Cl)c3)[nH]c2c1	-11.1%
S=C(Nc1ccccc1)Nc1ccc2cn[nH]c2c1	7.2%[57.5 µM]
Cc1[nH]c2ccc(F)cc2c1CCN(Cc1cccnc1)C(=S)Nc1cccc(F)c1	5.6%
COc1cc(/C=C(\C#N)C(=O)NCC2CCCO2)ccc1OCCC(C)C (configuration not stated)	1.3%[57.5 µM]
Cc1ccc(OCC(=O)NC(=S)Nc2cccc(NC(=O)c3ccccc3Cl)c2)cc1	-4.9%
O=C(COc1ccccc1[N+](=O)[O-])Nc1ccc2c(c1)OCO2	-7.2%
Cc1ccc(N/N=C/c2c(C)c(C#N)c(=O)n(C)c2O)cc1C	0.5%
COC(=O)[C@@H]1C[C@@]2(O)[C@@H](O)[C@@H](O)[C@@H](O)C[C@H]2N1CC1CCCCC1	-3.6%

4 of these compounds, set out differently:
Cc1csc(Nc2ccc(Cl)cc2)[n+]1-c1ccc(Cl)cc1
- ERK EGF block: ?

O=c1cc(-c2ccccc2Cl)oc2ccc([N+](=O)[O-])c(O)c12
- ERK EGF block: 2.4%

Oc1cc(O)cc(/C=C/c2ccc(O)c(O)c2)c1
- ERK EGF block: 19.5%

Nc1cccc(-c2cc(-c3ccccc3)nc(-c3cccc(N)c3)n2)c1
- ERK EGF block: 3.2%

(further entries)
SMILES	ERK EGF block
CO/C=C\C=C/c1nnn(-c2ccc(Cl)cc2)n1	-3.2%
CCC(O)CNc1nc(SC)nc2sc3c(c12)CCN(C)C3 (configuration not stated)	-4.0%[57.5 µM]
Cc1ccc(C(=O)O)cc1N1CCCC1=O	-10.1%
Cc1ccccc1NC(=O)NC(N)=O	2.1%
O=S(=O)(c1ccc(Br)cc1)c1cnc2ccccc2n1	-1.1%
CN(Cc1ccccc1)C(=O)C1CCN(S(C)(=O)=O)CC1	7.8%
CN(C(=O)COC(=O)c1cccc(NS(=O)(=O)c2ccc(F)c(F)c2)c1)C1CCS(=O)(=O)C1 (configuration not stated)	26.3%
COc1cccc(C(=O)Nc2ccc(F)cc2F)c1	-4.7%
Cc1ccc(C2c3c(C)nn(-c4ccc([N+](=O)[O-])cc4)c3N=C3C(=O)Nc4ccccc4N32)cc1 (configuration not stated)	-14.0%
CCc1ccc(-n2c(SCC(=O)Nc3ccc(C(=O)O)cc3)nnc2-c2ccncc2)cc1	-5.5%[57.5 µM]
CCOC(=O)N1CCN(C(=O)c2ccccc2NC(C)=O)CC1	-12.7%
CCOC(=O)c1sc(NC(=O)C2CC2)cc1C	-0.5%
CCN1CCN(C(CNC(=O)c2ccc3c(c2)OCO3)c2cccnc2)CC1 (configuration not stated)	-0.1%
Cc1cccc(C)c1NC(=O)c1cc(-c2ccccn2)nc2ccccc12	?
CCCNc1nc2ccccc2c(=O)[nH]1	5.8%
COc1cc(C(=S)N2CCOCC2)cc(OC)c1OC	1.4%[57.5 µM]
O=C(NCCCn1ccnc1)/C(=C\c1cccnc1)NC(=O)c1ccco1	5.1%
COc1cc(/C=N/NC(=O)Cn2nnc3ccccc32)ccc1O	-2.0%
Nc1ccc2nc3c(=O)n(CCc4ccccc4)c(=O)[nH]c3nc2c1	2.2%[57.5 µM]
Cc1cccc(C)c1NC(=O)COC(=O)CCC(=O)c1cccs1	-1.9%
COc1ccc(C(=O)OCC(=O)NCc2ccccc2)c(OC)c1OC	-1.7%
Brc1ccc(CNCc2cccs2)cc1	14.7%
CCOC1(c2ccccc2)OC(=O)c2ccccc21 (configuration not stated)	1.7%
NC(=S)N/N=C/c1coc2ccc(F)cc2c1=O	11.5%[57.5 µM]
CC(C)C[C@H](NC(=O)NCc1ccc(F)cc1)C(=O)O	2.2%[57.5 µM]
Cc1nn(-c2ccccc2)c(N2CCCC2)c1/C=N/NC(=O)c1cc2ccccc2cc1O	5.9%
CN1CCN(C(=O)C2(NC(=O)NCc3ccccc3)CCCCC2)CC1	2.7%
CCCCCCN1C(=O)C(O)=C(C(C)=O)C1c1ccccc1[N+](=O)[O-] (configuration not stated)	1.1%
O=C(Nc1cc(Cl)cc(Cl)c1)c1coc(=O)c(Br)c1	-1.5%[57.5 µM]
Cc1cc(/C=N/NC(N)=S)c(O)c(/C=N/NC(N)=S)c1	-7.0%[57.5 µM]

Ordered by the number under ERK EGF block (descending): some entries from above
SMILES	ERK EGF block
Cc1nn(-c2ccccc2)c(N2CCCC2)c1/C=N/NC(=O)c1cc2ccccc2cc1O	5.9%
O=C(NCCCn1ccnc1)/C(=C\c1cccnc1)NC(=O)c1ccco1	5.1%
COc1ccc(C(=O)OCC(=O)NCc2ccccc2)c(OC)c1OC	-1.7%
Cc1cccc(C)c1NC(=O)COC(=O)CCC(=O)c1cccs1	-1.9%

Later entries:
SMILES	ERK EGF block
CCN(CC)C(=O)C(=O)N/N=C/c1ccc(C(=O)O)cc1	3.6%
CCc1cccc(N(C(=O)c2csnn2)C(C(=O)NC(C)(C)CC)c2ccccn2)c1 (configuration not stated)	29.8%
O=C(Nc1ccc(Cl)cc1)Nc1ccccc1C(=O)O	1.4%
Cc1ccc2nc(Cl)c3cc(C(=O)NCCCN4CCCC4)sc3c2c1	-2.7%
Cn1c(NC(=O)c2ccc3c(c2)OCO3)cc(=O)n(C)c1=O	-0.1%
CCCNC(=O)Nc1ccccc1SC	-13.2%
O=C1c2ccccc2-c2cccc(C(=O)N3CCCCC3)c21	-2.9%[57.5 µM]
COc1cc(OC)cc(C(=O)N2CCC(N3CCCCCC3)CC2)c1	18.5%
COCCCN(CC(=O)Nc1ccc(N2CCOCC2)cc1)S(=O)(=O)c1ccc(Cl)cc1	-6.7%
COC(=O)CSc1nc(NC#N)nc(NC(C)(C)C)n1	1.9%[57.5 µM]
COc1ccc(N2C(=O)CCC2=O)c(OC)c1	2.2%
COCCn1c(SCc2ccccc2F)nc2ccccc2c1=O	-8.6%
COc1ccc(C2c3[nH]c4ccccc4c3CCN2CCCn2cccn2)c(C)c1C (configuration not stated)	0.0%
Cc1noc(C)c1C(=O)N1CCC[C@@]2(CCN(C(c3ccccc3)c3ccccc3)C2)C1	0.3%
Cn1nnc(NC(=O)c2ccccc2)n1	-2.3%
Cc1onc(-c2ccccc2)c1C(=O)Nc1ccc(S(=O)(=O)N2CCCCC2)cc1	-4.4%
CCCC1CCC(c2ccc(C(=O)NN)cc2)CC1 (configuration not stated)	0.5%
C=CC[n+]1ccc2ccccc2c1C	5.1%
Cc1ccc(C(=O)NCC(=O)Nc2ccc(C)c(S(=O)(=O)Nc3ccc(Cl)cc3)c2)s1	20.7%
CC1(C)CC(=O)C2=C(C1)Nc1ccccc1S2	-1.2%[57.5 µM]
CCOc1ccccc1C(=O)NC(C(=O)NCc1ccc(F)cc1)C(C)C (configuration not stated)	-7.0%
COC(=O)N1[C@H](C)C=C[C@]1(Cc1ccccc1)C(=O)O	10.0%&-7.6%
CCCCCC[N+](C)(C)CC/C=C1/c2ccccc2Sc2ccc(Cl)cc21	10.1%[57.5 µM]
O=C(Cc1cccc2ccccc12)NN1C(=O)/C(=C\c2cccnc2)SC1=S	0.7%[57.5 µM]
CCOc1ccccc1OC(=O)c1cc2ccccc2oc1=O	-3.5%
CC(Oc1ccc(Cl)cc1Cl)/C(N)=N/O (configuration not stated)	-3.7%[57.5 µM]
CCC(COC)NCc1cn(-c2ccc(OC)cc2)nc1-c1cccc(F)c1 (configuration not stated)	-0.5%
CC(=O)Nc1ccccc1NC(=O)c1ccccc1	-8.8%
Cc1cc(C)n(C(=O)CNC(=O)C2COc3ccccc3O2)n1 (configuration not stated)	7.9%
CCS(=O)(=O)N1CCN(c2ccc(Cl)cc2[N+](=O)[O-])CC1	5.8%
COc1ccc(CCNC(=O)/C=C/C(=O)O)cc1	-7.6%
CCCCCn1c(SCc2cccc(C)c2)nc2c1c(=O)[nH]c(=O)n2C	8.9%[57.5 µM]
Cc1ccc(OC(=O)c2cc(=O)c3ccccc3o2)cc1	2.7%
Fc1ccc(NC(=S)Nc2cc(Cl)ccc2Cl)cc1	-24.2%
CCOc1ccc(CN2CCN(C(=O)c3cccc(F)c3)CC2)cc1	-0.4%
COC(=O)c1ccccc1S(=O)(=O)C(C)(C)C	6.7%
C=CCNC(=O)/C(=C\c1ccc(Br)cc1)NC(=O)c1ccccc1OC	2.6%
CCNC(=S)NNC(=O)c1ccccc1Cl	5.8%
COc1ccc(NC(=O)c2cccnc2NCCc2ccccc2)cc1	0.8%
COCCNC(=O)[C@H](C)/C=C(\c1cccnc1)C(NC(=O)OCc1ccccc1)c1ccc(C(=O)OC)cc1 (some centres not stated)	-1.2%
Cc1ccc(C)c(OCc2ccc(C(=O)N3N=C(C(F)F)CC3(O)C(F)F)o2)c1 (configuration not stated)	7.1%
CCOC(=O)N1CCN(C(=O)CCn2c(=S)[nH]c3ccsc3c2=O)CC1	-0.8%
COc1ccc(CN(CCC(c2ccccc2)c2ccco2)C(=O)c2ccco2)cc1 (configuration not stated)	5.2%
Cc1ccnn1CCC(=O)N1CCCC(CCC(=O)N2CCN(c3ccccn3)CC2)C1 (configuration not stated)	4.0%
COc1cccc(CSc2nc3cc4c(cc3cc2C)OCCO4)c1	3.5%
Cc1ccc(OC[C@H](O)[C@H](C)NC(C)C)c2c1CCC2	2.9%
Cn1c2c(c(=O)n(C)c1=O)C(C(F)(F)F)(C(F)(F)F)N=C(C1CCCCC1)N2	6.7%
CCC(=O)c1c(NC(CC)CO)cc(C)oc1=O (configuration not stated)	-13.6%
O=C(NCc1c(F)cccc1F)c1cc(COc2c(F)cccc2F)on1	32.4%
COc1ccccc1NC(=S)NCCSc1ccc(C)cc1	-12.7%
CCN(CCNC(=O)C1CCC(=O)N1Cc1ccc(C)cc1)c1ccccc1 (configuration not stated)	-4.5%
Cc1ccc2c(c1)-c1nc3ccccc3cc1C2=NC1CCCCC1	-3.4%
COCCNCCCOc1ccc(Cl)cc1Br	-3.3%
